tim10-1 inh – tim10-1 yeast growth inhibition. S. cerevisiae tim10-1 ts strain growth, BacTiter-Glo, 24 h. inhibition, % at 20 µM. hit rate 2.2% among 330,000;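 active = inhibition of at least 40%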;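 also: mutant grown at 25 °C; 0% = DMSO wells with yeast and 100% = wells holding no yeast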
tim23-1 inh – growth inhibitors of tim23-1 mutant yeast. S. cerevisiae tim23-1 growth, BacTiter-Glo luminescence, 24 h. inhibition, % at 20 µM. hit rate 1.3% among 330,000. AID 463212;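 active = growth inhibition of the mutant yeast at or above 50%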;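 also: temperature-sensitive mutant grown at 25 °C; plate controls were DMSO-treated mutant yeast for no effect and medium wells lacking yeast for full effect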
GRIN3A LBD mod – NR3A (human) ligand-binding domain modulation; NR3A LBD differential scanning fluorimetry, Tm shift; 0% = protein alone, 100% = glycine-bound protein; Tm shift relative to glycine control, % at 25 µM; hit rate 2.5% among 340,000; AID 1259313;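 active = melting temperature shift of at least 10% of the positive control shift, at one fixed dose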
APJ antag – blocks the human apelin receptor APJ; P35414; hit rate 0.32% among 330,000; inhibition, % at 20 µM; AID 2521; CHO-K1 APJ beta-arrestin complementation, luminescence;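 active = inhibition above about 40% at 20 µM, limit read from the data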;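 also: cells challenged with 10 nM apelin-13 agonist together with compound; plate controls were apelin-13 plus DMSO wells for no effect and DMSO wells lacking apelin-13 for full effect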
Target sequence (P35414 whole entry, looked up): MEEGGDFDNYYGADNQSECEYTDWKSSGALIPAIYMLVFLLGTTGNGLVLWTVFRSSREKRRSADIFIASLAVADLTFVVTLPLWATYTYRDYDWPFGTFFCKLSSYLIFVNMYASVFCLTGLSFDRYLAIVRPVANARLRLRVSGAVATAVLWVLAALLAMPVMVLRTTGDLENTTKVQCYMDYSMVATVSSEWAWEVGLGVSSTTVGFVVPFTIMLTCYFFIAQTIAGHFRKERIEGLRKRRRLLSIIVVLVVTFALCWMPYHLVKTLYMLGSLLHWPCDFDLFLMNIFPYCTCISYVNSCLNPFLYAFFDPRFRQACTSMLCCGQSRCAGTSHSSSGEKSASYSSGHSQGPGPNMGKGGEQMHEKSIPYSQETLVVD
MPTP block – inhibitors of mitochondrial permeability transition pore; hit rate 1.4% among 360,000; AID 602449; isolated mouse mitochondria, Ca2+ swelling absorbance, 30 min; inhibition, % at 10 µM;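 active = inhibition of 50% or more, scaled per plate between neutral and stimulator controls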;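 also: 0% = DMSO wells given calcium and 100% = 1 mM EGTA wells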
NALP3 yeast inh – blocks the NALP3 inflammasome reconstituted in yeast; Yeast reconstituted NLRP3/ASC/caspase-1, beta-gal luminescence, 24 h; inhibition, % at 10 µM; hit rate 0.39% among 330,000; AID 2825;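 active = inhibition of 50% or more; inactive = inhibition below 50%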;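 also: plate controls were induced DMSO wells for no effect and uninduced yeast grown without galactose for full effect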
TIM10 inh – growth inhibitors of TIM10 yeast strain | S. cerevisiae TIM10 strain growth, BacTiter-Glo luminescence, 24 h | inhibition, % at 10 µM | hit rate 1.4% among 330,000 | AID 463195;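 active = inhibition of 40% or more at the single tested concentration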;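 also: wild-type TIM10 isogenic control strain grown at permissive 25 °C; 0% = DMSO yeast wells and 100% = minimal medium wells without yeast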
APJ agonist – activates the human apelin receptor APJ. hit rate 0.11% among 330,000. activation, % at 20 µM. CHO-K1 APJ PathHunter beta-arrestin, luminescence; 0% DMSO wells, 100% apelin. P35414;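 active = activation more than six SD over the plate average, tested at 20 µM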;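 also: 0% = DMSO alone and 100% = apelin-13 at 10 nM; some results filed as inactive read as strong as hits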
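Test system – PathHunter CHO-K1 APJ (AGTRL-1) beta-arrestin reporter cells · Input – 1000 cells/well · Compound – single test compound dose, 20 µM final, 1% DMSO · Times – compound stimulation 90 min at 25 °C, detection 60 min · Technique – beta-gal luminescence · Read-out basis – APJ–arrestin association signal · Control set – negative DMSO alone, positive Apelin-13 at 10 nM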
MIN6 prolif – inducers of beta-cell replication in MIN6 cells; AID 2380; MIN6 cells proliferation, ATPlite luminescence, 48 h; cells starved in 0.2% serum; 100% = growth in 10% serum; proliferation, % at 10 µM; hit rate 0.29% among 330,000;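 active = compounds whose signal lies at least 3.5 SD above the mean of all wells on their plate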;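 also: 0% = DMSO-treated cells in low-serum medium and 100% = 10% serum control; some compounds called inactive have numbers as strong as hits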
Starred values were filed as active, the others as inactive; x = no result given.

Below each compound – tim10-1 inh	tim23-1 inh	GRIN3A LBD mod	APJ antag	MPTP block	NALP3 yeast inh	TIM10 inh	APJ agonist	MIN6 prolif
CCN(CC)S(=O)(=O)c1cc(NC(=O)CO/N=C(\N)c2ccccc2Cl)ccc1C
→ 5	13	-2	-4	0.3	8	-7	-1	5
O=C(NNC(=O)C1CC1)c1ccc(-c2ccccc2)cc1
→ 2	10	1	13	-0.9	9	8	2	-1
Cc1onc(-c2ccccc2)c1C(=O)OCC(=O)Nc1ccc(Cl)cc1
→ 18	20	2	-4	8.4	10	6	1	-3
Cc1ccnc2nc(C(=O)OCCOc3ccccc3)nn12
→ 8	14	0	-16	0.1	-4	-9	1	1
O=C(COC(=O)/C=C/c1cccc(Cl)c1)NCCC1=CCCCC1
→ 17	17	17*	-14	11	-8	18	1	0
O=C1C(NS(=O)(=O)c2cccs2)=C(N2CCOCC2)C(=O)c2ccccc21
→ 19	23	0	-18	4.2	-5	12	0	-3
CCOc1ccc(NC(=O)CN(C)C(=O)c2ccccc2CCc2ccccc2)cc1OCC
→ 2	9	-6	2	-1.4	11	9	14	0
CCc1ccc(C2=NN(CCC(=O)NC(C)c3ccc4c(c3)OCCO4)C(=O)CC2)cc1 (stereo not drawn)
→ 2	-3	0	-4	-0.2	-5	5	-2	0
CC(NC(=O)C[n+]1cccc(Br)c1)c1ccccc1 (stereo not drawn)
→ 7	-9	0	16	-1.0	19	2	-1	-3
COC(=O)C1C(=O)C(C(=O)c2ccccc2)C(=O)CC1(C)C (stereo not drawn)
→ 4	15	-1	-16	-0.6	9	10	0	-4
O=C(O)CC1=C(Nc2ccccc2)C(=O)N(c2ccccc2)C1c1ccc(Cl)cc1 (stereo not drawn)
→ 2	24	-1	-3	2.7	15	22	-2	-3
COCCn1nnnc1C(C(C)C)N1CCN(C(=O)c2ccco2)CC1 (stereo not drawn)
→ 12	16	0	12	0.0	6	-1	-1	0
COc1ccc(CC(=O)Nc2ccc(-c3noc(-c4cc(OC)c(OC)c(OC)c4)n3)cc2)cc1
→ 4	7	0	1	-5.3	58*	10	1	0
COc1ccc2cnn(CCOc3ccccc3)c(=O)c2c1OC
→ -16	16	0	-18	0.5	15	-3	-3	-3
COC(=O)c1ccc(NC(=S)Nc2ccccn2)cc1
→ 10	9	1	26	4.9	27	3	0	-2
C=CCNC(=O)NC(=O)COC(=O)COc1ccc(Br)cc1F
→ 26	12	1	-10	0.6	4	-1	-3	0
Cc1nnc(SCCN2CCOCC2)n1C
→ 8	11	-2	-2	1.5	15	-4	1	0
O=S(=O)(c1ccccc1Cl)N1CCC(O)(c2ccc3c(c2)OCO3)CC1
→ 10	36	x	2	0.0	19	16	2	0
Cc1cc(C)cc(OCC(=O)NNC(=O)CCN2C(=O)c3ccccc3C2=O)c1
→ 9	-1	5	11	0.6	-10	7	0	-3
CCC(=O)Nc1ccc(Nc2nc(C)c([N+](=O)[O-])c(Nc3ccc(NC(=O)CC)cc3)n2)cc1
→ 25	23	-1	1	0.1	-1	-4	-2	-1

Next records
Below each compound – tim10-1 inh	tim23-1 inh	GRIN3A LBD mod	APJ antag	MPTP block	NALP3 yeast inh	TIM10 inh	APJ agonist	MIN6 prolif
O=C(O)c1ccc2c(c1Nc1ccccc1)C(=O)c1ccccc1C2=O
→ 14	21	6	-37	9.5	11	2	2	-1
CN(C(=O)COc1ccc(S(=O)(=O)N2CCOCC2)cc1[N+](=O)[O-])C1CCS(=O)(=O)C1 (stereo not drawn)
→ 3	-7	-2	10	1.0	-5	2	-6	3
O=C(C1CCC(=O)N(C2CCCC2)C1)N1CCN(c2ccc(Cl)cc2)CC1 (stereo not drawn)
→ 1	-3	-2	-13	-1.9	12	-4	-3	7
OCCC1CN(Cc2ccon2)CCN1Cc1ccc(F)c(F)c1 (stereo not drawn)
→ 24	-2	-1	1	-0.9	1	-5	0	-3
CN1C(=O)c2ccc(NC(=S)NC(=O)C(C)(C)C)cc2C1=O
→ 27	22	-2	4	0.5	19	-5	-3	0
Cc1ccc(CN(Cc2ccco2)S(=O)(=O)c2ccc(S(=O)(=O)NCC3CCCO3)cc2)cc1 (stereo not drawn)
→ 15	9	-6	1	14	-1	5	-2	-1
Cc1ccc(Nc2nnc(SCC(=O)c3cc4ccccc4o3)s2)cc1C
→ 23	12	12*	-20	1.3	7	10	-1	0
CC(C)O/C(=N\S(=O)(=O)c1ccc(Cl)cc1)c1ccccc1
→ 18	24	0	18	-1.6	8	2	-4	0
CCOC(=O)C(c1ccccc1)C(Nc1ccccc1)c1ccccn1 (stereo not drawn)
→ 23	25	2	18	2.3	8	26	-1	-1
COc1cc(C2c3c(n[nH]c3C)C(=O)N2c2ccc(Br)cc2)ccc1O (stereo not drawn)
→ 14	8	-53	10	-0.6	6	9	-5	0
O=C(Nc1ccccc1F)c1ccc(S(=O)(=O)N2CCCCCC2)cc1
→ 19	35	0	11	-0.3	27	12	-3	2
Cc1ccccc1CNS(=O)(=O)c1c(C)[nH]c(C)c1C(=O)N1CCCCC1
→ -4	-8	-1	6	-0.6	3	6	0	-4
Cc1cc(C)n(-c2ccc(NC(=O)C3CCN(Cc4cc(C)c(C)o4)CC3)cc2)n1
→ -14	-2	-1	8	-0.4	10	14	-2	2
Cc1ccc(N(C(=O)CCC(=O)Nc2cc(C)on2)C(C(=O)NC2CCCC2)c2ccccc2)cc1 (stereo not drawn)
→ 17	0	0	4	-2.3	9	7	-4	-2
O=C(CSc1nncn1-c1ccccc1)Nc1ccccc1
→ -2	11	-3	-27	-0.2	12	11	-2	2
CC(=O)/C(C(=N)N1CCN(Cc2ccccc2)CC1)=C(\C)O
→ -12	7	-7	10	-1.5	11	-2	3	0
CC1CCN(C(=O)Cn2cc3c(n2)CCCC3)CC1
→ 9	17	0	8	-0.7	-2	2	0	1
CCN(CCCNC(=O)CN1C(=O)COc2ccccc21)c1cccc(C)c1
→ 15	17	-11	19	0.3	2	10	1	-3
CSCCC(NS(=O)(=O)c1ccccc1F)C(=O)NNC(=O)c1csc(N2CCOCC2)n1 (stereo not drawn)
→ 3	9	-1	6	-1.5	24	-8	-3	3
O=C(O)c1nn(-c2cccc(C(F)(F)F)c2)ccc1=O
→ -3	10	2	19	-0.6	17	12	-3	-1

More entries follow:
Below each compound – tim10-1 inh	tim23-1 inh	GRIN3A LBD mod	APJ antag	MPTP block	NALP3 yeast inh	TIM10 inh	APJ agonist	MIN6 prolif
CCOC(=O)c1cccc(-n2cccc2/C=C2\NC(=O)N(CC(=O)O)C2=O)c1
→ -10	-3	2	3	-1.3	15	-5	-2	7
CC(C)OCC(O)Cn1c(N2CCCC2)nc2c1c(=O)n(C)c(=O)n2C (stereo not drawn)
→ 11	8	-1	6	1.2	8	0	-4	-3
CCn1c(SCC(=O)N2CCCC2)nnc1-c1ccc(N)cc1
→ 3	1	1	-3	2.7	14	5	-5	-2
Cc1ccccc1C(=O)Nc1ccc2c(c1)CCCN2C(=O)c1cccs1
→ 35	30	2	2	1.3	18	22	-5	-2
CCOC(=O)c1c(C)sc2c1N(C(=O)CN(CC)CC)c1cc(Cl)ccc1S2
→ 14	3	-3	14	-3.3	24	5	-1	-4
CCCCC(=O)Nc1c(C)cc(C)cc1Cl
→ 9	2	14*	6	0.8	10	-27	0	-1
CC1CCCCN1C(=O)C1CCCCN1S(=O)(=O)c1cccc([N+](=O)[O-])c1 (stereo not drawn)
→ 19	35	0	-13	1.2	19	-10	-1	0
c1ccc2c(c1)CNc1ccccc1C2
→ 34	33	-1	3	2.7	-3	16	-1	1
COc1ccc(-n2nc3c(c2NC(=O)c2ccc(S(=O)(=O)N4CCOCC4)cc2)CS(=O)C3)cc1 (stereo not drawn)
→ 0	1	-2	9	0.0	4	13	1	1
NC(=O)c1sc(=S)n2c1[nH]c(=O)c1sccc12
→ 4	2	2	23	-1.4	-1	2	-5	-1
COc1ccccc1OCC(O)Cn1c(Br)nc2c1c(=O)[nH]c(=O)n2C (stereo not drawn)
→ -5	9	0	10	-2.5	21	-13	2	-2
Cc1cc(NC(=O)CSCC(=O)Nc2cc(C(F)(F)F)ccc2N2CCOCC2)no1
→ -2	11	0	5	-0.1	7	1	-2	1
Cn1c(Cc2ccccc2)[n+](C)c2ccccc21
→ 9	-2	0	10	-2.0	6	1	-4	-3
Cc1ccccc1CN1CCCC(C(=O)Nc2ccc(-c3ccn[nH]3)cc2)C1 (stereo not drawn)
→ 7	1	-1	-46	0.4	-2	9	-2	-1
CCOc1ccc(C(=O)N2CCN(CC(=O)N3CCCC3)CC2)cc1OCC
→ -8	1	-2	-3	0.1	17	9	-4	1
Cc1ccc(C)c2[nH]c(=O)c(CCNC(=O)c3cc4ccccc4o3)cc12
→ 6	12	0	-16	0.2	11	33	12*	-5
COC(=O)c1sccc1NC(=O)COc1cccc(C)c1
→ 0	18	0	10	3.2	54*	-40	-2	1
O=C(NCC1CCCO1)C(c1ccc(F)cc1)N(C(=O)Cn1nnc(-c2ccc(F)cc2)n1)c1cccc(O)c1 (stereo not drawn)
→ 6	0	-3	-28	0.2	3	-10	9	-3
CC(/C=N/NC(=O)Cn1nccc1C)=C\c1ccc(C(C)C)cc1
→ -3	22	-3	-20	4.2	16	5	0	0
CCOc1ccccc1N1CCN(C(=O)c2c(-c3ccccc3Cl)noc2C)CC1
→ 27	26	0	11	0.9	16	13	0	-1

New compounds follow
Below each compound – tim10-1 inh	tim23-1 inh	GRIN3A LBD mod	APJ antag	MPTP block	NALP3 yeast inh	TIM10 inh	APJ agonist	MIN6 prolif
COc1ccc2c(c1)S/C(=C\C(=O)c1ccncc1)N2C
→ 54*	41	-11	11	-0.7	19	82*	-2	-5
O=C1c2ccccc2C(=O)N1CCCc1nc(-c2ccncc2)no1
→ 7	14	2	13	2.0	10	-7	-3	-1
COc1ccc(-n2c(-c3ccco3)n[nH]c2=S)cc1
→ 2	0	5	-3	0.0	12	-5	-3	-2
CCOc1ccccc1NC(=O)/C=C/C(N)=O
→ 40*	22	1	-5	0.3	42	33	-5	-4
Cc1ccc(N(CC(=O)NC2CCCCC2)C(=O)CNC(=O)c2ccco2)cc1F
→ -15	-3	3	0	-0.6	20	11	-4	-5
Cc1ccc(NC(=O)Cn2c(C)csc2=O)cc1
→ -5	-8	x	10	1.5	15	1	-6	3
Cn1cnc2c(cnn2-c2ccccc2)c1=O
→ 19	11	-5	4	0.8	4	-9	-2	-1
CN1CCN(C(=S)Nc2ccccc2Cl)CC1
→ -9	5	0	6	-1.4	15	-5	5	2
CC(NC(=O)c1ccco1)C(=O)OCc1cccc(C(F)(F)F)c1 (stereo not drawn)
→ -9	19	-1	-4	-1.1	5	-6	-5	-3
CN(C)C(=O)CCc1ccc2c3c([nH]c2c1)[C@]1(C)[C@@H](C(=O)N2CCCCC2)C[C@H](CC(=O)NCC24CC5CC(CC(C5)C2)C4)C(=O)N1CC3
→ 20	34	-1	x	9.9	x	3	x	x
CCOc1ccc(S(=O)(=O)NC(C)C(=O)NCc2ccc3c(c2)OCO3)cc1 (stereo not drawn)
→ 15	13	-1	12	-0.5	1	-3	-3	0
O=C(O)c1ccc(NS(=O)(=O)c2ccc3c(c2)C(=O)c2cc(S(=O)(=O)Nc4ccc(C(=O)O)cc4)ccc2-3)cc1
→ 12	10	-6	24	-2.8	8	-7	-4	-2
O=C(NC(=Nc1ccccc1)N1CCOCC1)Nc1ccccc1
→ -5	7	-1	16	-0.6	17	9	0	3
